# ER stress rescue – rescue of cells from ER stress-induced death, primary screen, 384-well, CSM14.1, thapsigargin, ATP luminescence (AID 1222) | CSM14.1 thapsigargin-induced death rescue, ATP luminescence; higher % means a stronger effect | cellular ATP content (survival), % at 20 µM, or EC50 in µM where a hit was titrated | 190,000 tested, under 10 active;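 active = EC50 below 50 µM in the dose-response confirmation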;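 note: death triggered by thapsigargin at about 15 µM added after 2 h compound pretreatment; cell ATP read after overnight thapsigargin exposure of roughly 18 to 22 hours; normalized against plate controls of thapsigargin alone and 5% DMSO vehicle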
# GPR55 beta-arrestin – GPR55 agonists via beta-arrestin recruitment, primary screen, imaging, U2OS cells, beta-arrestin-GFP redistribution (AID 1961); activation, % at 10 µM; hits with a dose series show EC50 in µM; hit rate 0.048% among 290,000; U2OS GPR55 beta-arrestin-GFP redistribution imaging; higher % means a stronger effect;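 active = activation above 40% with more than 50 cells counted in the well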;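 note: U2OS osteosarcoma cells stably expressing GPR55 and beta-arrestin-GFP; plate controls were DMSO negative control for no effect and LPI positive control for full effect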
# Yfh1-off respiration – enhancers of respiration in Yfh1-depleted yeast, dose response, Friedreich's ataxia, plus single-dose screen (AID 1465). hit rate 0.074% among 220,000. S. cerevisiae Yfh1-off respiration, WST-1 reduction, 72 h; higher fold induction means a stronger effect. fold induction at 50 µM; hits with a dose series show EC50 in µM;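 active = fold induction of absorbance versus untreated yeast above a set limit, then at least 30% activation at any dose in follow-up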;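 note: activators that raise dye reduction in frataxin-depleted yeast; strong numbers were not always called active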
# NTR1 agonist – agonists of NTR1, primary screen, imaging, U2OS cells, beta-arrestin-GFP, high content (AID 493036); Neurotensin receptor type 1 (Homo sapiens), P30989; NTR1-U2OS beta-arrestin-GFP spot imaging, agonist mode; activation, % at 20 µM; hit rate 0.17% among 330,000;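 active = activation at or above 40% of the spot to cytoplasm intensity ratio, with at least 20 cells analyzed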;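 note: 0% = DMSO without peptide and 100% = 100 nM NTR1 peptide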
# Target sequence (P30989 whole entry, looked up): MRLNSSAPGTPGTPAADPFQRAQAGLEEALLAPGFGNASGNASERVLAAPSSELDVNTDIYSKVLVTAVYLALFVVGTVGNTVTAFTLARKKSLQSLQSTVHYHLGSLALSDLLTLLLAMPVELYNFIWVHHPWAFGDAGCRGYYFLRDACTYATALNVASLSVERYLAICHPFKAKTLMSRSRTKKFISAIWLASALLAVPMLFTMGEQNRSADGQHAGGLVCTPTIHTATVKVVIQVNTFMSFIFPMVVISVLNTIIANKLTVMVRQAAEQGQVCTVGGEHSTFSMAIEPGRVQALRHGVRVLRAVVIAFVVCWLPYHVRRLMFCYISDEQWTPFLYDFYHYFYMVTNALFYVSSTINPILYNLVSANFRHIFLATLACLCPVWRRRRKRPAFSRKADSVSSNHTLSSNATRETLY
# NOD2 inhibition – NOD2 signaling inhibitors, cell-based, luminescence, uHTS, HEK293 (AID 1566). inhibition, % at 4 µM; hits with a dose series show EC50 in µM. HEK293 NOD2/NF-kB luciferase reporter, luminescence; higher % means a stronger effect. hit rate 0.63% among 290,000; note: many of its hits are not listed in these tables
# KOR beta-arrestin-1 – KOR antagonists, beta-arrestin recruitment, cell-based, luminescence, uHTS (AID 1778); hit rate 0.091% among 290,000; one-dose inhibition, % at 10 µM; IC50 in µM for titrated hits; KOR beta-arrestin recruitment, luminescence, antagonist mode; higher % means a stronger effect; Kappa-type opioid receptor (Homo sapiens); note: strong numbers were not always called active
# KOR beta-arrestin-2 – KOR agonists, beta-arrestin recruitment, primary screen, cell-based, luminescence, uHTS (AID 1777); activation, % at 10 µM, or EC50 in µM where a hit was titrated; KOR beta-arrestin recruitment, luminescence; higher % means a stronger effect; Kappa-type opioid receptor (Homo sapiens); hit rate 0.02% among 280,000; in the data active = activation above about 50%, passing the limit was not always enough; note: a part of the inactive calls stands beside numbers as strong as those of hits
# TNAP activation fold – human TNAP enzyme activators, primary screen, biochemical, luminescent, no phosphate acceptor, uHTS (AID 1001); purified TNAP, luminescent activation assay, no phosphate acceptor; higher activation fold means a stronger effect; hit rate 0.03% among 200,000; Alkaline phosphatase, tissue-nonspecific isozyme (Homo sapiens); activation fold at 20 µM, or EC50 in µM where a hit was titrated; in the data active = activation fold from about 3, or a potency from the dose series; inactive = the rest, 99 in 100 with activation fold below about 1.6; note: many of its hits are not listed in these tables
# NOD1 NF-kB reporter – NOD1 signaling inhibitors, primary screen, cell-based, luminescence, uHTS (AID 1578); NOD1-driven NF-kB luciferase reporter cells, luminescence; higher % means a stronger effect; one-dose inhibition, % at 4 µM; EC50 in µM for titrated hits; hit rate 1% among 290,000; in the data active = inhibition mostly above about 36%, no sharp cut-off; inactive = mostly below about 34%;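 note: HEK-293T reporter cells stimulated with the NOD1 agonist gamma-tri-DAP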
# NTR1 agonist cell count 20 µM – also measured in NTR1 agonist; calls as there; cell count; measured here: cell count, cytotoxicity flag
# * = called active by the depositor; i = inactive; · = not tested or not shown; [ ] = another dose, or the depositor's remark. Cut-off read from the data, not from the text of the source, unless noted: active = inhibition above about 50%; inactive = the rest. Some of the compounds tested, so the mix of outcomes need not match the whole.
# Abbreviations – A = ER stress rescue; B = GPR55 beta-arrestin; C = Yfh1-off respiration; D = NTR1 agonist; E = NTR1 agonist cell count 20 µM; F = NOD2 inhibition; G = KOR beta-arrestin-1; H = KOR beta-arrestin-2; I = TNAP activation fold; J = NOD1 NF-kB reporter
N/C(=N\OC(=O)c1ccc(F)cc1)c1cccc([N+](=O)[O-])c1
  A: · | B: 0.2% | C: · | D: 0.4 | E: 53 | F: -15% | G: -43%[20 µM] | H: 4.2% | I: · | J: -40%

COc1ccc(Nc2nc(N)nc(COc3ccc(OC)cc3)n2)cc1
  A: 4.0% | B: 0.3% | C: i | D: -2.6 | E: 90 | F: -4% | G: -7% | H: 2.3% | I: 1.1 | J: -30%

COc1ccc(CCC(=O)NNC(=O)c2ccc(OC)cc2)cc1
  A: · | B: -0.1% | C: · | D: 0.0 | E: 46 | F: -10% | G: -27% | H: 3.6% | I: · | J: -25%

CC(=O)N1CCc2cc(S(=O)(=O)CCC(=O)N3CCN(c4ccccn4)CC3)ccc21
  A: -1.8% | B: -0.1% | C: i | D: -0.5 | E: 71 | F: -10% | G: 15% | H: 1.4% | I: 1.1 | J: -24%

CC(C(=O)Nc1ccccc1C(F)(F)F)N1CCN(C)CC1 (configuration not stated)
  A: · | B: -0.3% | C: · | D: 0.8 | E: 59 | F: 11% | G: 8%[20 µM] | H: -2.6% | I: · | J: -20%

CNC(=O)c1cc2c(s1)-c1ccccc1CC2
  A: -1.4% | B: -0.1% | C: i | D: -0.7 | E: 37 | F: -50% | G: -19%[20 µM] | H: -3.4% | I: 1 | J: -42%

CCOC(=O)Cn1nc(-c2ccc(F)cc2)oc1=O
  A: 0.1% | B: 0.2% | C: i | D: 1.4 | E: 33 | F: 7% | G: 14% | H: -0.1% | I: 1.3 | J: 7%

O=C(Nn1c(C2CCC2)nc2ccccc2c1=O)C1CCC1
  A: -4.3% | B: -0.2% | C: i | D: 0.8 | E: 58 | F: 15% | G: 4% | H: 1.1% | I: 1.1 | J: 14%

COc1ccc2c(c1)C1NC(=S)N[C@@](C)(O2)C1C(=O)Nc1ccccc1 (some centres not stated)
  A: -2.6% | B: -0.2% | C: i | D: 1.5 | E: 46 | F: 15% | G: -16% | H: -4.1% | I: 1.1 | J: -2%

N#CC[C@H](Cc1ccccc1)N1CCN(CCc2ccccc2)CCC1=O
  A: · | B: -0.3% | C: · | D: 0.9 | E: 75 | F: -20% | G: -10%[20 µM] | H: -3.9% | I: · | J: -24%

Cn1nc(C(=O)OCC(=O)Nc2cccc(S(=O)(=O)N3CCCC3)c2)c2ccccc2c1=O
  A: · | B: -0.1% | C: i | D: 2.1 | E: 66 | F: -18% | G: 40% | H: 1.8% | I: · | J: 7%

O=C(Nc1ccc(F)cc1)c1ccc(-n2cncn2)c([N+](=O)[O-])c1
  A: 0.7% | B: 0.2% | C: i | D: 0.3 | E: 47 | F: -9% | G: -16%[20 µM] | H: 5.3% | I: 1.2 | J: -15%

O=C(Nc1nnc(COc2ccc(F)cc2)s1)c1cccs1
  A: -1.3% | B: 0.2% | C: i | D: 0.8 | E: 42 | F: -13% | G: -8% | H: 3.0% | I: 1 | J: -27%

Cc1ccc(C2=CC(c3cccs3)n3nnnc3N2)cc1 (configuration not stated)
  A: -3.1% | B: 0.2% | C: · | D: -0.4 | E: 95 | F: -6% | G: -31% | H: 6.4% | I: 1.1 | J: -6%

CC(=O)Nc1ccc(C(=O)Nc2ccc3c(c2)OCO3)cc1
  A: 2.1% | B: -0.2% | C: i | D: 1.9 | E: 87 | F: -16% | G: 7% | H: · | I: 1.1 | J: -25%

O=C1NC(=S)N/C1=C\C=C\c1ccccc1
  A: · | B: -0.2% | C: i | D: 0.7 | E: 60 | F: -47% | G: 12% | H: 1.5% | I: · | J: -3%

Cc1[nH]n(-c2ccccc2)c(=O)c1N=Nc1cccc(Cl)c1
  A: · | B: -0.4% | C: · | D: 6.4 | E: 58 | F: -9% | G: -10%[20 µM] | H: 7.1% | I: · | J: 9%

CCc1c(C)nc(SCC(=O)N2CCN(c3ccccc3OC)CC2)[nH]c1=O
  A: 0.3% | B: -0.4% | C: i | D: 2.8 | E: 64 | F: 9% | G: -1% | H: -2.2% | I: 1.1 | J: -38%

Cc1ccc(C(=O)NCCCNCCCNC(=O)c2ccc(C)nc2)cn1
  A: -1.2% | B: -0.1% | C: · | D: -2.4 | E: 82 | F: 8% | G: 4% | H: -2.4% | I: 1.1 | J: 7%

Cc1n[nH]c(=O)nc1NCc1ccc(Cl)cc1
  A: -3.0% | B: 0.2% | C: i | D: 1.4 | E: 92 | F: -10% | G: -60% | H: 4.4% | I: 1.1 | J: 4%

CCC(=O)NCCNc1nc2cc(C)c(C)cc2cc1C#N
  A: -1.2% | B: -0.1% | C: i | D: 1.2 | E: 76 | F: 2% | G: 12% | H: 2.8% | I: 1.2 | J: -24%

O=C(NCCc1ccc(Cl)cc1)C1CCN(S(=O)(=O)N2CCCCC2)CC1
  A: -0.1% | B: 0.0% | C: i | D: -0.9 | E: 49 | F: 6% | G: 25% | H: -0.9% | I: 1.1 | J: 9%

Cc1c(C(=O)O)cccc1-n1c(C)cc(/C=C(/C#N)C(=O)NCc2ccccc2)c1C
  A: 1.0% | B: -0.1% | C: i | D: -0.1 | E: 49 | F: -10% | G: -5%[20 µM] | H: -1.0% | I: 1 | J: 14%

CCOC(=O)N1CCC(NS(=O)(=O)c2ccc(C)c(Cl)c2)CC1
  A: · | B: 0.0% | C: i | D: -0.5 | E: 49 | F: 23% | G: 12% | H: 7.7% | I: · | J: -2%

# Assay outcomes as filed in PubChem.
